Screening data as filed in PubChem BioAssay.
15-hLO-2 inh – 15-hLO-2 (ALOX15B) enzyme inhibition; O15296; purified 15hLO-2, xylenol orange hydroperoxide absorbance; Potency, µM (doses to about 57.1 µM), without a hit: at the top dose activity change, negative = inhibition, hits mostly inhibitors; 110,000 compounds, 0.56% hits; note: potency is the fitted concentration of half-maximal effect; nearly all actives have a fitted effect of over 60% in size; many of its hits are not listed in these tables
Target sequence (O15296 whole entry, looked up): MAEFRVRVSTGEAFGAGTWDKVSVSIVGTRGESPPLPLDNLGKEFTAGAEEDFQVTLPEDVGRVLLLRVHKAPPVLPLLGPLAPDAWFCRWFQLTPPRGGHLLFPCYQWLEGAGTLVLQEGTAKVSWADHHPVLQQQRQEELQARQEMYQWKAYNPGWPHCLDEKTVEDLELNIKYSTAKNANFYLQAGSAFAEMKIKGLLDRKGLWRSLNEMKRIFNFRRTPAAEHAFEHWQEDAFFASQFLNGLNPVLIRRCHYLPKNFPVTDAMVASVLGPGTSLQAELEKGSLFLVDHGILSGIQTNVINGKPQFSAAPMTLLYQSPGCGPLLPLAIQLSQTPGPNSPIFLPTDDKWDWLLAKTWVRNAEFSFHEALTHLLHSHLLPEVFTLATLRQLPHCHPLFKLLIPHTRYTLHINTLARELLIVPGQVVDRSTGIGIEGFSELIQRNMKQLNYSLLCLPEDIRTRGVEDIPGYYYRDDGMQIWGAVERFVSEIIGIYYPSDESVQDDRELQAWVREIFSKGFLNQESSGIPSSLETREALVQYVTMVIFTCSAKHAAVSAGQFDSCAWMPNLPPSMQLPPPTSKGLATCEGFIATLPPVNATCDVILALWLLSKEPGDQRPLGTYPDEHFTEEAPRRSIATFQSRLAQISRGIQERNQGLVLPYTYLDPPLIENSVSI
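Purified human 15hLO-2 (50 nM final) preincubated with compounds 15 min at room temperature in 25 mM Hepes pH 7.5, 0.01% Triton X-100, then 45 uM arachidonic acid added for 90 min; hydroperoxide detected via ferrous/xylenol orange, 573/405 nm absorbance ratio.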
PNC assembly inh – inhibitors of perinucleolar compartment assembly | PC3M PTB-GFP, PNC prevalence imaging, 16 h; stronger effect = lower value | activity change (PNC), negative = inhibition, % at 10 µM | 140,000 compounds, 3.1% hits | AID 2417;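 active = readout at or below -70, meaning at least 70% loss of cells showing the perinucleolar compartment, a nuclear body marking cancer cells; inconclusive = readout between -30 and a set limit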;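 note: plate controls were DMSO wells for no effect and camptothecin positive control wells for full effect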
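Compounds are pinned in duplicate onto adhered PC3M cells stably expressing GFP-tagged PTB and incubated 16 h at 37 C. Cells are then fixed, nuclei stained with Hoechst, and PNC-positive cells counted.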
12-hLO inh – blocks human 12-lipoxygenase activity | Potency, µM (highest dose often 57.1 µM), for inactives: at the top dose activity change, negative = inhibition, actives largely listed as inhibitors | AID 1452 | P18054 | 150,000 compounds, 0.12% hits | purified 12-hLO, xylenol orange hydroperoxide absorbance; note: potency is the fitted concentration of half-maximal effect; nearly all actives have a fitted effect of over 55% in size; many of its hits are not listed in these tables
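Xylenol orange chromogenic assay: hydroperoxide from 12hLO oxidises Fe(II), giving red-shifted Fe(III)-XO absorbance. Conditions: 150 nM enzyme, 40 uM arachidonic acid, 25 mM Hepes pH 7.0, 0.01% Triton X-100, 30 min, room temperature.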
IMPase inh – membrane-permeable compound that blocks inositol monophosphatase. P97697. CHO-M1 cells, IP1 accumulation, HTRF TR-FRET ratio. inhibition (IP1 accumulation), % at 46.1 µM. 120,000 tested, under 10 active; active = well fitted curve in the direction sought with a large enough effect in the signal ratio, not every such curve was filed as active; inconclusive = small, poorly fitted or top-dose-only effect, or a change in a side signal; inactive = no such curve, though single readings can be large or run the other way; the % refers to the signal ratio;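 note: cells stimulated with carbachol in lithium chloride buffer; plate controls were DMSO basal wells for no effect and reference inhibitor wells for full effect; higher means more IMPase inhibition seen as more IP1 and lower FRET ratio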
Target sequence (P97697 whole entry, looked up): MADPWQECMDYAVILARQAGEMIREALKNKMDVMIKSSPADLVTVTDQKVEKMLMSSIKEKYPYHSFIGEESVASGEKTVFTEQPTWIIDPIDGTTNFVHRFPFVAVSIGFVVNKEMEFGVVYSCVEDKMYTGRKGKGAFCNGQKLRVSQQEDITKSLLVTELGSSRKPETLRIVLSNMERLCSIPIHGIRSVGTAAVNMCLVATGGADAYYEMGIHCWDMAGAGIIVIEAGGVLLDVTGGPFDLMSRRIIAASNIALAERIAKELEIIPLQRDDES
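Seeded CHO-M1 cells were dosed with compound at up to 46 uM, stimulated with carbachol for 30 min, then lysed in IP-One detection reagents. Higher IP1 lowers the TR-FRET signal.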
Starred values were filed as active, the others as inactive; [ ] = remark or other dose. Unless noted, calls come from the whole dose curve; as a rule, active = well fitted curve in the direction sought with a large enough effect; inconclusive = small, poorly fitted or top-dose-only effect, or another doubt; inactive = no such curve, though single readings can be large; an effect the other way counts as inactive or inconclusive. Unless noted, % is set by controls: 0 for no effect and ±100 for the full control effect. This is a subset. The share of hits here may be higher or lower than overall.

Start of the listing, in advance:
How did CN(C)c1nc(-c2ccccn2)nnc1-c1ccccc1 do in these assays?
15-hLO-2 inh: 40%[activator]; PNC assembly inh: -26; 12-hLO inh: 5%; IMPase inh: 7

Results for CSc1ccccc1OC1CCN(Cc2ccccc2)CC1 ?
PNC assembly inh: -109*; 12-hLO inh: -5%

Results for Fc1ccccc1NC(=S)N1CCCCC1 ?
PNC assembly inh: 70; 12-hLO inh: 1%

Results for COc1ccc2c(CC(=O)OCC(=O)NC(=O)c3cccn3C)coc2c1 ?
15-hLO-2 inh: 8%; PNC assembly inh: 16; 12-hLO inh: -5%; IMPase inh: 3

Results for Cc1ccc(-n2c(C)cc(/C=c3/sc4nc5ccccc5n4c3=O)c2C)cc1 ?
15-hLO-2 inh: -11%; PNC assembly inh: 26; 12-hLO inh: -9%; IMPase inh: -1

What do the screens show for `COCc1cc(=O)[nH]c2cc(NC(=O)C(C)(C)CCl)c(C)cc12`?
15-hLO-2 inh: -2%[11.4 µM]; PNC assembly inh: inconclusive; 12-hLO inh: 0%; IMPase inh: 6[1.84 µM]

What do the screens show for `O=S(=O)(c1ccc(F)cc1)N1CCC(O)(c2ccc3c(c2)OCO3)CC1`?
15-hLO-2 inh: -1%; PNC assembly inh: inconclusive; 12-hLO inh: -5%; IMPase inh: 0

This part in full, from the start:
How did CN(C)c1nc(-c2ccccn2)nnc1-c1ccccc1 do in these assays?
15-hLO-2 inh: 40%[activator]; PNC assembly inh: -26; 12-hLO inh: 5%; IMPase inh: 7

Results for CSc1ccccc1OC1CCN(Cc2ccccc2)CC1 ?
PNC assembly inh: -109*; 12-hLO inh: -5%

Results for Fc1ccccc1NC(=S)N1CCCCC1 ?
PNC assembly inh: 70; 12-hLO inh: 1%

Results for COc1ccc2c(CC(=O)OCC(=O)NC(=O)c3cccn3C)coc2c1 ?
15-hLO-2 inh: 8%; PNC assembly inh: 16; 12-hLO inh: -5%; IMPase inh: 3

Results for Cc1ccc(-n2c(C)cc(/C=c3/sc4nc5ccccc5n4c3=O)c2C)cc1 ?
15-hLO-2 inh: -11%; PNC assembly inh: 26; 12-hLO inh: -9%; IMPase inh: -1

What do the screens show for `COCc1cc(=O)[nH]c2cc(NC(=O)C(C)(C)CCl)c(C)cc12`?
15-hLO-2 inh: -2%[11.4 µM]; PNC assembly inh: inconclusive; 12-hLO inh: 0%; IMPase inh: 6[1.84 µM]

What do the screens show for `O=S(=O)(c1ccc(F)cc1)N1CCC(O)(c2ccc3c(c2)OCO3)CC1`?
15-hLO-2 inh: -1%; PNC assembly inh: inconclusive; 12-hLO inh: -5%; IMPase inh: 0

Results for COc1cccc(CNc2nc3nc4c(c(=O)n3[nH]2)CCC4)c1 ?
15-hLO-2 inh: -4%; PNC assembly inh: inconclusive; 12-hLO inh: -6%; IMPase inh: inconclusive

What do the screens show for `O=C(Nc1nnc(CSCc2ccc(Cl)cc2)s1)c1cccc([N+](=O)[O-])c1`?
PNC assembly inh: 38; 12-hLO inh: -4%; IMPase inh: -8

Results for Cc1ccc(C(=O)NCCCN2CCOCC2)cc1N1CCCC1=O ?
15-hLO-2 inh: 3%; PNC assembly inh: -5; 12-hLO inh: -1%; IMPase inh: -1

What do the screens show for `Cc1ccc2nc(-c3ccc(S(=O)(=O)N4CCOCC4)cc3)cn2c1`?
15-hLO-2 inh: 2%; PNC assembly inh: inconclusive; 12-hLO inh: -1%; IMPase inh: -12

What do the screens show for `CCN1CCc2c(sc3c2c(NCc2ccco2)nc2nnnn23)C1`?
15-hLO-2 inh: 6%; PNC assembly inh: 1; 12-hLO inh: 13%; IMPase inh: -6

How did CCCCOC(=O)C(NC(=O)c1ccccc1)=C(C)C do in these assays?
15-hLO-2 inh: 2%; PNC assembly inh: -1; 12-hLO inh: 5%; IMPase inh: inconclusive

What do the screens show for `CCCCOc1ccc(S(=O)(=O)NC(=O)NCc2ccc(OCCC)cc2)cc1`?
PNC assembly inh: inconclusive; 12-hLO inh: 2%; IMPase inh: 0

What do the screens show for `Cc1cc(=O)oc2c(C)c(OCC(=O)N(C)C)ccc12`?
15-hLO-2 inh: -4%; PNC assembly inh: inconclusive; 12-hLO inh: 7%; IMPase inh: 9

How did CCOC(=O)C(NC(=O)c1cccc(Cl)c1)(Nc1nnc(C)s1)C(F)(F)F (stereo not given) do in these assays?
PNC assembly inh: 36; 12-hLO inh: -4%

How did Cc1cc(C(=O)COC(=O)CN(C)S(=O)(=O)c2ccc(Cl)cc2)c(C)n1CC1CCCO1 (stereo not given) do in these assays?
15-hLO-2 inh: 1%; PNC assembly inh: 14; 12-hLO inh: -4%; IMPase inh: 9

What do the screens show for `CC(C)OCCCNC(=O)c1sc(=S)n(C)c1N`?
15-hLO-2 inh: -15%; PNC assembly inh: 22; 12-hLO inh: -1%; IMPase inh: 6

How did Cc1ccc(-c2nnc(N3CCN(S(C)(=O)=O)CC3)c3ccccc23)cc1 do in these assays?
15-hLO-2 inh: -3%; PNC assembly inh: -11; 12-hLO inh: -8%; IMPase inh: 4

What do the screens show for `COc1ccccc1NC(=O)C(=O)NNC(=O)c1ccco1`?
15-hLO-2 inh: 5%; PNC assembly inh: inconclusive; 12-hLO inh: -1%; IMPase inh: -1

What do the screens show for `CC(C)(C)Nc1nc(Cl)nc(NC(C)(C)C)n1`?
PNC assembly inh: inconclusive; 12-hLO inh: -3%

What do the screens show for `CC(OC(=O)c1ccc2c(c1)C(=O)N(Cc1ccncc1)C2=O)C(=O)Nc1cccc(Cl)c1Cl` (stereo not given)?
PNC assembly inh: 0; 12-hLO inh: -2%; IMPase inh: 1

Results for OC(CN1CCN(c2ccccc2)CC1)c1ccc2c(c1)CCN2 (stereo not given) ?
PNC assembly inh: 40; 12-hLO inh: 8%; IMPase inh: -3

Results for O=C(Nc1cnc2ccccc2c1)c1ccco1 ?
15-hLO-2 inh: -7%; PNC assembly inh: inconclusive; 12-hLO inh: -10%; IMPase inh: -6

How did COc1ccc(S(C)(=O)=O)cc1S(C)(=O)=O do in these assays?
15-hLO-2 inh: -4%; PNC assembly inh: -26; 12-hLO inh: 1%; IMPase inh: inconclusive

How did CC(=O)N1CCC(N(C(=O)Nc2ccc(C)c(C)c2)C2CCCC2)CC1 do in these assays?
15-hLO-2 inh: 1%; PNC assembly inh: -2; 12-hLO inh: 0%; IMPase inh: 4

Results for Cc1ccccc1/C=N/Nc1ccnc2cc(Cl)ccc12 ?
PNC assembly inh: 19; 12-hLO inh: -7%

Results for COC(=O)C1CCN(C(=O)/C=C/c2ccccc2)CC1 ?
PNC assembly inh: -114*; 12-hLO inh: -2%

What do the screens show for `N#Cc1ccc(C(=O)Nc2ccn(-c3ccccc3)n2)cc1`?
PNC assembly inh: -21; 12-hLO inh: -1%

What do the screens show for `NC(=O)COc1ccc(NC(=O)OCc2ccccc2)cc1`?
15-hLO-2 inh: 1%; PNC assembly inh: -28; 12-hLO inh: 0%; IMPase inh: 4

Results for CCN(CC)CCCNc1nc2cc(OC)c(OC)cc2c2nc(-c3ccccc3)nn12 ?
15-hLO-2 inh: 39%[activator]; PNC assembly inh: 20; 12-hLO inh: 3%; IMPase inh: 13

How did CCOc1ccc2c(c1)nc(SCC(=O)c1ccc(Br)s1)n2C do in these assays?
15-hLO-2 inh: -30%; PNC assembly inh: 57; 12-hLO inh: inconclusive; IMPase inh: inconclusive

Results for Cn1c(CSc2ncccn2)nnc1SCC(=O)N1CCCc2ccccc21 ?
15-hLO-2 inh: -9%; PNC assembly inh: -21; 12-hLO inh: 9%; IMPase inh: -6

Results for COc1ccc2nc(SCC(=O)Nc3cc(C)on3)[nH]c2c1 ?
15-hLO-2 inh: 9%; PNC assembly inh: -97*; 12-hLO inh: 4%; IMPase inh: -7

Results for CCn1c(C)nc2cc(C(=O)NNS(=O)(=O)c3ccccc3F)ccc21 ?
15-hLO-2 inh: 4%; PNC assembly inh: 34; 12-hLO inh: -8%; IMPase inh: -6

Results for Cc1cc(C)cc(N=C(NO)c2cccc([N+](=O)[O-])c2)c1 ?
15-hLO-2 inh: 0%; PNC assembly inh: 31; 12-hLO inh: -14%; IMPase inh: 2

Results for CCN(CC)c1ccc(C(=O)OCC(=O)c2ccco2)cc1 ?
15-hLO-2 inh: -7%; PNC assembly inh: inconclusive; 12-hLO inh: 9%; IMPase inh: 1

How did CNc1cc(CSC)nc(SCc2ccc(Cl)cc2Cl)n1 do in these assays?
15-hLO-2 inh: 0%; PNC assembly inh: -24; 12-hLO inh: -14%; IMPase inh: 2

What do the screens show for `Cc1[nH]nc2c1C1(CCN(C(=O)OCc3ccccc3)CC1)C(C#N)=C(N)O2`?
15-hLO-2 inh: -3%; PNC assembly inh: -6; 12-hLO inh: 1%; IMPase inh: 19

What do the screens show for `Cc1ccc(OCC(=O)NC2CCCc3ccccc32)c(C)c1` (stereo not given)?
PNC assembly inh: -24; 12-hLO inh: 0%; IMPase inh: -6

How did Cc1noc(C)c1S(=O)(=O)N1CCC(C(=O)N2CCN(c3ccccc3Cl)CC2)CC1 do in these assays?
15-hLO-2 inh: 5%; PNC assembly inh: -23; 12-hLO inh: 3%; IMPase inh: 0

Results for CCOc1cc2c3c(c1)C(C)CC(C)(C)N3C(=O)C2=O (stereo not given) ?
15-hLO-2 inh: -12%; PNC assembly inh: 15; 12-hLO inh: -1%; IMPase inh: -3

How did O=C(Nc1nnc(C23CC4CC(CC(C4)C2)C3)s1)c1ccc(N2C(=O)CCC2=O)cc1 do in these assays?
15-hLO-2 inh: -7%; PNC assembly inh: -24; 12-hLO inh: 2%; IMPase inh: inconclusive

Results for Cc1cc(NS(=O)(=O)c2ccc(NC(=O)C(c3ccccc3)c3ccccc3)cc2)no1 ?
15-hLO-2 inh: -12%; PNC assembly inh: inconclusive; 12-hLO inh: -2%; IMPase inh: -2

How did O=C1/C(=C/c2ccc(F)c(F)c2)CSc2sccc21 do in these assays?
15-hLO-2 inh: -5%; PNC assembly inh: 16; 12-hLO inh: -5%; IMPase inh: 4

What do the screens show for `Cc1ccc(-c2cc(C(=O)N/N=C/C=C/c3ccccc3)n[nH]2)o1`?
PNC assembly inh: -22; 12-hLO inh: -1%

What do the screens show for `CCOc1ccc2nc(NCCNC(=O)Nc3cccc(C)c3)c(C#N)cc2c1`?
15-hLO-2 inh: -20%; PNC assembly inh: -27; 12-hLO inh: -2%; IMPase inh: 6

How did O=C1O/C(=C/c2ccccc2)c2ccccc21 do in these assays?
PNC assembly inh: inconclusive; 12-hLO inh: -2%

Results for CC1(C)CC(NC(=O)CCC2CCCC2)CC(C)(C)N1 ?
15-hLO-2 inh: 8%; PNC assembly inh: inconclusive; 12-hLO inh: -3%; IMPase inh: 7

Results for CCCCOc1cccc(OCCCC)c1C(=O)Nc1cc(C)on1 ?
15-hLO-2 inh: 3%[2.29 µM]; PNC assembly inh: -8; 12-hLO inh: -3%; IMPase inh: 11

How did Nc1nnc(CCS(=O)(=O)c2cc(Cl)ccc2Cl)s1 do in these assays?
15-hLO-2 inh: -1%; PNC assembly inh: inconclusive; 12-hLO inh: 0%; IMPase inh: -12

Results for CCCCCCC1NC(C(=O)O)CS1 (stereo not given) ?
15-hLO-2 inh: 1%[11.4 µM]; PNC assembly inh: -14; 12-hLO inh: 0%; IMPase inh: -17[1.84 µM]

Results for COC(=O)c1ccc2c(c1)C(=O)/C(=C/c1ccc(O)cc1)O2 ?
PNC assembly inh: 7; 12-hLO inh: -4%

How did Cc1cc(SCC(=O)Nc2cccc(S(=O)(=O)NC3=NCCCCC3)c2)c(C)cc1Br do in these assays?
PNC assembly inh: inconclusive; 12-hLO inh: 0%

Results for CCN(CC)S(=O)(=O)c1ccc2[nH]cc(C(=O)NCCCN3CCCCC3)c(=O)c2c1 ?
PNC assembly inh: 7; 12-hLO inh: 2%
